# TWEAK Fn14 block: blocks TWEAK-Fn14 interaction in a reporter cell assay; inhibition, % at 10 µM; actives 2% (n = 360,000); TWEAK-stimulated Fn14 reporter cells, luciferase luminescence, 8 h; in the data active means inhibition above about 50%
# TROY signal inh: blocks TROY-dependent signaling in reporter cells; actives 0.98% (n = 360,000); AID 1347056; inhibition, % at 10 µM; Q293 LMP1-TROYcd NF-kB luciferase reporter, 4 h;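 active means compounds whose plate-normalised and pattern-corrected inhibition of the luciferase reporter signal at the single screening dose is 50% or more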
# COUP-TFII inh: NR2F2 (human) inhibition, primary screen; P24468; HEK293T NGFI-A luciferase reporter, luminescence; inhibition, % at 8.6 µM; actives 0.7% (n = 370,000); AID 686940;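 active means inhibition above a per-plate cutoff, mean inhibition of test wells between control levels plus 3 SD, cut at about 38% in these data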;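 further: cells cotransfected with COUP-TFII expression vector driving the NGFI-A reporter; 0% = median of COUP-TF2 test wells and 100% = reporter-only cells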
# Target sequence (P24468 whole entry, looked up): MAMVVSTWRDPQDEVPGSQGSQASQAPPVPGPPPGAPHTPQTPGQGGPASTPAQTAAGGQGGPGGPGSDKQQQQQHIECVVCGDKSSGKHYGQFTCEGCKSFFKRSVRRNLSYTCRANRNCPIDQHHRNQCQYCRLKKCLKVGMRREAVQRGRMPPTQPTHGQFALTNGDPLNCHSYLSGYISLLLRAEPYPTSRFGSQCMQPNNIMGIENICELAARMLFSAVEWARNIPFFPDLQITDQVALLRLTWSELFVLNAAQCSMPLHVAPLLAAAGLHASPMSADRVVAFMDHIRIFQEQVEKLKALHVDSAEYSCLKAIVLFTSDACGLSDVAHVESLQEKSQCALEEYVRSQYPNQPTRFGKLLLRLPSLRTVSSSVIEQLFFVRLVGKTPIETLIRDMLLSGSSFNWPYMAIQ
# EBV LMP1 NFkB: inhibitors of Epstein-Barr LMP1-induced NF-kappaB reporter; LMP1-induced NF-kappaB luciferase reporter cells, luminescence; inhibition, % at 12.5 µM; actives 0.69% (n = 350,000); AID 504558; in the data active means inhibition above about 41%;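 further: 0% = neutral control wells and 100% = reference inhibitor control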
# SRC1 inh: inhibits human SRC1 coactivator; HEK293 GAL4-SRC1 luciferase reporter, luminescence; inhibition, % at 3.6 µM; Q15788; actives 0.12% (n = 360,000);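 active means inhibition above the campaign mean plus 3 SD, with each screening campaign given its own cutoff, cut at about 60% in these data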;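 further: 0% = DMSO treated cells and 100% = gossypol at 36 µM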
# KKLEB tox: counter-screen for CF NF-kB inhibitors: cytotoxicity | KKLEB CF airway cells viability, ATPlite luminescence, overnight; hits give low values; cells stimulated with P. aeruginosa culture filtrate | activity change (cytotoxicity), % at 5 µM | actives 0.36% (n = 360,000) | AID 602141;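 active means corrected activity change at or below -50% at 5 µM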
# CF NFkB inh: blocks PAF-induced NF-kB reporter in cystic fibrosis cells. KKLEB NF-kB-GFP reporter, GFP fluorescence overnight. inhibition, % at 5 µM. actives 0.86% (n = 360,000). AID 588850;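 active means at least 50% inhibition at 5 µM, scaled per plate between neutral and stimulator controls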;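 further: PAF is a Pseudomonas aeruginosa culture filtrate used as stimulus; plate controls were PAF-stimulated DMSO wells for no effect and unstimulated DMSO wells for full effect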
# NR5A2 inv ag: suppresses constitutive activity of human LRH-1; HEK293T StAR-luciferase reporter, LRH-1 transfected, 24 h; inhibition, % at 3.6 µM; actives 0.13% (n = 360,000); AID 602396;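 active means inhibition above the mean inhibition of all tested compounds plus 3 SD, cut at about 73% in these data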;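 further: 0% = DMSO wells and 100% = reporter-only cells lacking LRH-1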
# Target sequence (O00482 whole entry, looked up): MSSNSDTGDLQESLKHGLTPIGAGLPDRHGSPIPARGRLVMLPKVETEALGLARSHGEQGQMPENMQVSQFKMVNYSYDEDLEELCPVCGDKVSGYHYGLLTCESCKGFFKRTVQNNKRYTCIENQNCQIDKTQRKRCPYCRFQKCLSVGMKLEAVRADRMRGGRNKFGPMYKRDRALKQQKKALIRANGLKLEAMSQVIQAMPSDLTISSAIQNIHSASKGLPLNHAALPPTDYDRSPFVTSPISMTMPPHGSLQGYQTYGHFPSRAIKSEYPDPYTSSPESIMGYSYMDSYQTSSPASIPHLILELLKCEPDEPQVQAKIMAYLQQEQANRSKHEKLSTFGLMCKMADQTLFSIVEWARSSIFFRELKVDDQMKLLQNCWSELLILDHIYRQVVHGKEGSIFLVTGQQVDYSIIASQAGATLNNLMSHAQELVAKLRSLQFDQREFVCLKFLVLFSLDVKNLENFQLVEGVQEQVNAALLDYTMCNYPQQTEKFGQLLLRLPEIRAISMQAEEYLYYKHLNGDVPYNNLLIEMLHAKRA
# SRC2 inh: human SRC2 (NCOA2) inhibition; HEK293 GAL4-SRC2 luciferase reporter, luminescence; inhibition, % at 9 µM; actives 0.17% (n = 370,000);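 active means inhibition above the mean inhibition of all tested compounds plus 3 SD, set per campaign, cut at about 52% in these data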;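 further: 0% = DMSO treated cells and 100% = cells given Gossypol at 36 µM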
# TRAIL sens C8: caspase-8 TRAIL sensitization; inhibition (viability loss, TRAIL sensitization), % at 10 µM; actives 1% (n = 360,000); NB7+C8 cells + TRAIL, ATPlite viability luminescence;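 active means compounds causing at least 50% loss of cell viability in the single-dose screen, relative to plate controls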
# SRC3 inh: human NCOA3 inhibition. Q9Y6Q9. AID 588352. HEK293 GAL4-SRC3 luciferase reporter, luminescence. actives 0.17% (n = 360,000). inhibition, % at 3.6 µM;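 active means inhibition above a per-campaign cutoff, the mean of all compounds plus 3 SD, cut at about 60% in these data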;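 further: 0% = DMSO-treated cells and 100% = gossypol-treated cells at 36 µM; higher means less SRC3-driven luciferase light from the GAL4 reporter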
# * hit, by the source's call; . = not tested or not shown. Compounds as they come; about 4.2% have a hit in one of these screens.
SMILES,TWEAK Fn14 block,TROY signal inh,COUP-TFII inh,EBV LMP1 NFkB,SRC1 inh,KKLEB tox,CF NFkB inh,NR5A2 inv ag,SRC2 inh,TRAIL sens C8,SRC3 inh
COc1ccc(Cn2c(C)nc3ccc([N+](=O)[O-])cc3c2=O)cc1,-18,11,3,13,1,-4,27,10,4,-1,-2
COC(=O)c1ccc(N2CCN(C)CC2)c(NC(=O)c2cccs2)c1,-11,-9,1,4,-12,6,-1,22,-5,11,1
CC(=O)Nc1cc(-c2nn(CC(=O)N3CCCCC3)c(=O)c3ccccc23)ccc1N1CCOCC1,-6,-5,1,11,2,4,-4,-2,8,-31,10
CN(c1ccccc1C(=O)Nc1cccc([N+](=O)[O-])c1)S(=O)(=O)c1ccccc1,0,2,-5,1,-2,2,-12,-6,11,-6,-5
O=C(Cc1ccccc1)NC1c2ccccc2-c2ccccc21,-8,6,9,-1,10,2,5,22,-15,0,16
COc1ccc(CNC(=O)c2ccc(S(=O)(=O)N3CCOCC3)cc2)cc1,-12,1,6,-2,1,-16,8,2,-17,2,-2
CCc1cccc(C)c1NC(=S)N(CCN(C)C)C(C)c1ccco1 (stereo not drawn),-7,20,-38,-1,10,-7,-3,-9,-6,-6,9
CC(C)(C)c1cc(C(=O)NCC(=O)OCC(=O)c2cccc([N+](=O)[O-])c2)cc(C(C)(C)C)c1,13,4,17,2,0,1,-13,-1,-19,-14,14
CC(C)(C)C(C(=O)Oc1ccccc1)c1ccccc1 (stereo not drawn),3,-2,-21,-1,-2,-12,-31,-28,7,5,-8
CCN(CC(=O)Nc1ccc2c(c1)OCCO2)C(=O)/C=C/c1ccccc1,-12,-13,-17,-2,-18,-26,23,-13,12,1,-33
NC(=O)COc1ccccc1,6,5,3,-1,-13,3,5,0,-12,15,9
O=C(O)C(Cc1ccccc1)n1cccc1 (stereo not drawn),-7,-23,-3,-1,3,4,5,16,-2,2,5
Cc1ccc2c(c1)nnn2C1CCN(C(=O)C2CCCCC2)CC1,-16,-7,14,12,1,4,4,2,-33,1,14
CCN(CC(=O)Nc1cc(Cl)ccc1C)C(=O)CC1CCCC1,17,2,17,2,2,6,13,32,24,-5,15
O=C(NCCOc1ccc(Cl)cc1)c1ccco1,-17,-6,10,4,6,4,-10,-2,-56,13,-32

# Continued, overlapping the part above by five compounds.
SMILES,TWEAK Fn14 block,TROY signal inh,COUP-TFII inh,EBV LMP1 NFkB,SRC1 inh,KKLEB tox,CF NFkB inh,NR5A2 inv ag,SRC2 inh,TRAIL sens C8,SRC3 inh
NC(=O)COc1ccccc1,6,5,3,-1,-13,3,5,0,-12,15,9
O=C(O)C(Cc1ccccc1)n1cccc1 (stereo not drawn),-7,-23,-3,-1,3,4,5,16,-2,2,5
Cc1ccc2c(c1)nnn2C1CCN(C(=O)C2CCCCC2)CC1,-16,-7,14,12,1,4,4,2,-33,1,14
CCN(CC(=O)Nc1cc(Cl)ccc1C)C(=O)CC1CCCC1,17,2,17,2,2,6,13,32,24,-5,15
O=C(NCCOc1ccc(Cl)cc1)c1ccco1,-17,-6,10,4,6,4,-10,-2,-56,13,-32
C=CCOCCN1C(=O)C2C3C=CC(C2C1=O)C1C2C(=O)N(CCOCC=C)C(=O)C2C31 (stereo not drawn),7,1,13,0,17,-10,19,-7,-32,-3,-4
Cc1ccc2c(cnn2C(=O)CCCC(=O)NCc2ccc(F)cc2)c1,-6,-26,4,-14,-6,-32,20,-11,-6,-6,-10
O=C(COC(=O)c1ccc(Cl)nc1)NNC(=O)c1ccc(Cl)cc1,-4,-13,-4,-5,-25,6,-2,7,-39,-16,23
O=C(CN(C(=O)c1csnn1)c1cccc(C(F)(F)F)c1)NCc1ccc(F)cc1,22,-6,-4,-6,3,7,-10,2,-31,-8,-22
CC(=O)OCC(OC(C)=O)C(OC(C)=O)C(OC(C)=O)C(=O)Nc1ccc(C)cc1C (stereo not drawn),3,7,2,-13,6,5,-5,-5,9,-6,0
O=C(Nc1nnc(-c2ccccn2)o1)c1cccc(Br)c1,-3,-31,-7,6,4,-7,18,13,-3,8,8
O=C1CC(c2ccccc2)CC(=O)N1c1ccccc1,17,1,3,4,0,0,-15,-17,-3,-4,19
CCCC(C(=O)Nc1ccc(S(=O)(=O)N2CCOCC2)cc1)c1ccccc1 (stereo not drawn),-3,-13,-7,-8,0,9,-13,-19,16,5,-11
CCOC(=O)c1cc(C(=O)c2cc(Br)ccc2O)coc1=N,0,7,26,-3,2,12,5,3,13,1,7
COc1ccc2oc(C(=O)OCC(=O)NCCc3ccc(S(N)(=O)=O)cc3)c(C)c2c1,-13,2,12,-2,-24,17,4,-17,2,23,-3
Cc1cc(OCC(=O)NC(Cc2ccc(Cl)cc2)C(=O)O)c2c(C)cc(=O)oc2c1 (stereo not drawn),12,15,7,1,1,0,-4,2,-1,4,5
CCOC(=O)[C@]12CCC=C1N(CCC1=CCCCC1)C(=O)[C@H](CC(=O)NCCc1ccccc1OC)C2,5,7,-12,.,.,.,.,-22,-10,5,.
CCOc1ccc(NC(=O)C(c2ccccn2)N(C(=O)CCl)c2ccc(OC)cc2)cc1 (stereo not drawn),-14,-33,-9,-24,-82,8,-8,-13,-32,4,-32
NC(=O)C(c1ccc(F)cc1)c1ccc(C(=O)c2ccccc2)cc1 (stereo not drawn),8,21,5,10,10,-7,13,9,20,13,9
CC(=O)Nc1cc(-c2ccccc2F)cn2c(-c3ccccc3)cnc12,-5,5,5,.,3,-9,28,2,-5,10,-28
FC(F)(F)c1cccc(NC(=S)NC2CCCC2)c1,-6,2,3,6,-3,6,3,26,6,13,-3
O=C(Nc1scc(-c2ccccc2)c1C(=O)O)c1ccco1,2,-18,-10,-5,-20,6,-11,-46,-52,15,-29
COc1cc(/C=N/NC(=O)/C(=C\c2ccc3c(c2)OCO3)NC(=O)c2ccccc2)ccc1O,-31,-14,2,-9,-5,9,5,-13,-8,5,4
COc1ccc(-n2nc(C(=O)NCC(=O)N(C)Cc3ccccc3)c3ccccc3c2=O)cc1,14,-6,-9,-5,0,3,-2,-9,15,18,2
CCOC(=O)c1cnc(SCC(=O)OC)nc1N,1,-14,-4,-2,-5,1,-4,-15,-8,-4,-3
NS(=O)(=O)c1ccc(N/C=C\C(=O)c2ccc(F)cc2)cc1,-18,-71,-75,-34,-106,-2,-12,-102,-47,-2,-68
COC(=O)/C=C1/S/C(=N/NC(=O)c2ccccc2)NC1=O,17,-19,-14,-3,11,2,-4,6,-2,3,6
S=C(NCc1ccccc1)N1CCn2cccc2C1c1cccnc1 (stereo not drawn),9,-6,-4,0,3,0,7,4,2,12,4
Cc1ccc(S(=O)(=O)C2(C(=O)Nc3cccnc3)CC2)cc1,22,-19,-29,-7,-11,5,12,9,6,5,6
Cc1cc(Cl)ccc1C(=O)C1CCCN(C(=O)c2ccc3ncccc3c2)C1 (stereo not drawn),-2,16,14,1,-26,-10,27,-13,-15,2,10
CCOc1ccccc1CN1CCC(CO)(CCOc2ccccc2)CC1,-2,2,-1,-22,0,-1,4,-2,-7,-6,7
COc1ccc(OC)c(C2=NO[C@@](CC(=O)O)(C(=O)Nc3ccc4c(c3)OCCO4)C2)c1,12,1,6,1,-3,4,-7,31,8,-16,2
CCc1cccc2c(C(=O)C(NCCCOC)c3ccccc3)c[nH]c12 (stereo not drawn),-19,-29,-10,-20,4,4,-9,-4,0,-18,-5
Cc1ccc(Nc2ncnc(-n3cccc3)n2)cc1Cl,21,-51,-28,-74,-97,4,23,-48,-41,4,-105
Cc1ccc(Cl)c(OCCCCN(C)Cc2ccccc2)c1,6,-4,-13,-3,5,-10,6,-4,-9,14,6
CN=C1S/C(=C\c2cn(CC(=O)OC)c3ccccc23)C(=O)N1C,4,1,-15,-15,-16,-1,-10,19,-1,3,10
O=C1CCCCC(=O)[C@H](O)C[C@H](c2ccccc2)O1,-13,-8,-4,.,.,.,.,15,-4,-2,.
COCC(C)NC(=O)C1CCN(S(=O)(=O)c2ccc3ccccc3c2)CC1 (stereo not drawn),7,-4,17,5,-4,-4,10,-9,-15,5,-4
O=C(NCc1ccccn1)c1c(O)c2c([nH]c1=O)CCCC2,10,-25,21,8,-15,7,-4,4,1,2,22
CCCn1c(N)c(NCCN2CCOCC2)c(=O)[nH]c1=O,10,-10,8,-2,13,-2,-2,2,-12,-1,3
COc1ccc(C)cc1S(=O)(=O)N1CCC(C(=O)N2CCOCC2)CC1,3,-6,-1,-13,-5,-4,6,-18,-9,5,-3
COc1cccc2cc(C(=O)OC(C)C(=O)c3ccc(C)cc3)c(=O)oc12 (stereo not drawn),-17,-8,10,-1,-26,3,-22,-21,22,-24,-10
CCc1ccc(Nc2ccc3nonc3c2[N+](=O)[O-])cc1,-4,3,23,-2,2,-1,-15,7,-9,-21,13
Nc1cc(=O)[nH]c(SCC(=O)Nc2ccc(S(=O)(=O)N3CCCCC3)cc2)n1,4,9,-7,4,11,-3,26,3,-2,0,0
CCN(CC(O)Cn1c2ccccc2c2ccccc21)S(=O)(=O)c1ccc(F)cc1 (stereo not drawn),29,28,4,-8,18,4,6,-12,-4,16,-12
Cc1ccc(S(=O)(=O)N2CCC(C(=O)Nc3ccc(C(C)C)cc3)CC2)cc1,12,15,-2,-3,8,-3,-28,-14,-10,22,14
CC(N)C12CC3CC(C1)CC(C(C)N)(C3)C2 (stereo not drawn),-7,-4,-2,-2,17,-1,-6,2,-63,-20,6
CC(=O)c1ccc(N2CCN(C(=S)Nc3cccc(Cl)c3)CC2)cc1,-6,20,2,5,-23,-1,15,-34,2,-5,17
CCn1c(Cc2ccccc2)nnc1SCC(=O)OC(C)C,14,-17,.,-3,-1,-3,2,2,.,9,0
O=[N+]([O-])c1cccc(CN(CCO)Cc2ccccc2)c1,-15,7,-3,-1,13,-2,8,-5,-10,6,0
CC(C)(C)SCCNC(=O)Nc1ccccc1,-26,-46,0,-12,-53,-3,-10,-60,-15,4,-28
N#C/C(=C\N1CCOCC1)S(=O)(=O)c1ccc(Cl)cc1,0,0,14,.,-29,-4,1,-5,6,-5,-5
CCOc1ccccc1NC(=O)N1CCCC1C(=O)Nc1ccc(-n2cnnn2)c(C)c1 (stereo not drawn),-2,16,10,-4,12,3,10,-9,-1,-1,-3
O=C(COC(=O)CCc1nc2ccccc2s1)NC(=O)NCc1ccco1,-10,1,8,-27,2,-7,8,10,10,-22,18
CC(C)c1cc(C(F)(F)F)n2nc(C(=O)Nc3ccc(-n4cnnn4)cc3)cc2n1,-30,-1,3,-2,10,5,-18,-1,6,1,-5
O=C(COc1cccc2cccnc12)N/N=C1\SCC(=O)N1Cc1ccco1,-8,-14,12,-1,-2,1,-6,8,1,4,4
Cc1noc(C)c1CSCC(=O)Nc1nc2c(F)cc(F)cc2s1,1,-23,-6,-5,-30,10,0,-1,12,-20,-21
